TbPYK inhibitor: qHTS of Trypanosoma Brucei Inhibitors; pyruvate kinase (Trypanosoma brucei), Q57TT1; TbPYK enzyme, Kinase-Glo Plus ATP luminescence, 45 min; Potency, µM (series often up to 76.8 µM), for the others: at the top dose activity, negative = inhibition, hits mostly inhibitors; actives 0.12% (n = 410,000); further: potency means the concentration at half of the fitted maximal effect; on the % scale 0 is the no-effect control and ±100 the full control effect; nearly all actives have a fitted effect of over 50% in size
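Luminescent Kinase-Glo Plus end-point after 45 min room-temperature reaction of T. brucei pyruvate kinase started with 130 uM ADP (final). Buffer TEA 50 mM pH 7.2 with KCl, MgCl2, BSA, Tween-20; titration-based qHTS with fitted concentration-effect curves.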
Pf growth 96h: Primary qHTS for delayed death inhibitors of the malarial parasite plastid, 96 hour incubation. Potency, µM (doses to about 28.7 µM), for inactives: top-dose activity change, negative = inhibition, hits mostly inhibitors. actives 6.9% (n = 320,000). P. falciparum luciferase reporter growth, 96 h. AID 504834, 2011; further: potency means the concentration at half of the fitted maximal effect; on the % scale 0 is the no-effect control and ±100 the full control effect
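Readout is luminescence from an integrated firefly luciferase in P. falciparum. Red cells, 2% hematocrit and 0.05% parasitemia final, were cultured with compound through two parasite generations (96 hours) at 37 C, 5% CO2.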
CHX counter: Cycloheximide Counterscreen for Small Molecule Inhibitors of Shiga Toxin; cell reporter, cycloheximide protein synthesis inhibition counterscreen; actives 12% (n = 300,000); max response, %; in the data active means max response mostly above about 13%, no sharp cut-off; inactive means mostly below about 14%; further: read at 38.3 µM for the half of the compounds with a filed dose; 0% is about no effect
LmPK inhibitor: qHTS Assay for Inhibitors of Leishmania Mexicana Pyruvate Kinase (LmPK); Q27686; purified LmPK, Kinase-Glo ATP luminescence, 1 h; Potency, µM (titrated, usually from 57.5 µM), inactives show at the top dose activity change, negative = inhibition, actives largely listed as inhibitors; actives 0.37% (n = 290,000); AID 1721, 2009; further: potency means the concentration at half of the fitted maximal effect; on the % scale 0 is the no-effect control and ±100 the full control effect
Target sequence (Q27686 whole entry, looked up): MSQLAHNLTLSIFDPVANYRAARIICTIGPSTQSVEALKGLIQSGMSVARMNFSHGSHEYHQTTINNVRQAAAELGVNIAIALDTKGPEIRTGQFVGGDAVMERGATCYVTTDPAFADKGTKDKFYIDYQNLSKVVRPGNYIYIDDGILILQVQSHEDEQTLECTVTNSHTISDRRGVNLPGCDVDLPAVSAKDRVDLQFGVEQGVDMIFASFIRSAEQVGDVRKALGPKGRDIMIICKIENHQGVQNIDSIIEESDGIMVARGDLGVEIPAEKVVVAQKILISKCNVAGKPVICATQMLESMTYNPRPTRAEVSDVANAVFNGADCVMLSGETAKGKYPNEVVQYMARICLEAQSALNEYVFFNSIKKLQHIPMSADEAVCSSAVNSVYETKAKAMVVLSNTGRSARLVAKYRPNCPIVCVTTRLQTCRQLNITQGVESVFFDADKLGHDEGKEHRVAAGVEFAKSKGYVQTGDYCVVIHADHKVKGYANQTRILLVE
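In 50 mM imidazole pH 7.2 with 7 mM MgCl2, LmPK (0.1 nM) turned over PEP (0.5 mM) and ADP (0.1 mM) for 1 h at room temperature. Luciferase read-out of ATP.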
Pf growth 48h: Primary qHTS for delayed death inhibitors of the malarial parasite plastid, 48 hour incubation | P. falciparum luciferase growth in erythrocytes, 48 h | Potency, µM (titrated, usually from 28.7 µM), without a hit: top-dose activity change, negative = inhibition, usual class: inhibitors | actives 5.9% (n = 310,000) | AID 504832, 2011; further: potency means the concentration at half of the fitted maximal effect; on the % scale 0 is the no-effect control and ±100 the full control effect
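Compounds are pin-transferred into medium, infected erythrocytes (2% hematocrit, 0.1% parasitemia final) are added, and plates sit one parasite generation at 37 C in 5% CO2. Detection reagent is then added and luminescence measured.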
Shiga inhibitor: A qHTS for Small Molecule Inhibitors of Shiga Toxin; AID 2315, 2010; Vero cells, Shiga toxin protein synthesis inhibition reporter; actives 9.2% (n = 290,000); inhibition, % at 38.7 µM; in the data active means inhibition mostly above about 28%, no sharp cut-off; inactive means mostly below about 43%; further: 0% is about no effect
AMA1-RON2 inh: qHTS for Inhibitors of AMA1-RON; Towards Development of Antimalarial Drug Lead: Primary Screen; Plasmodium falciparum AMA1 (3D7) - RON2 peptide interaction; AlphaScreen AMA1-biotinylated RON2 peptide binding; Potency, µM (highest dose often 58.2 µM), for inactives: at the highest dose activity change, negative = inhibition, usual class: inhibitors; actives 0.2% (n = 360,000); AID 720542, 2013;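 further: potency means the concentration at half of the fitted maximal effect; 0% = vehicle wells and -100% = peptide control; nearly all actives have a fitted effect of over 45% in size; some results filed as inactive show a strong effect at the top dose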
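AMA1 (3D7) with his tag at 25 nM final met compounds first, then biotinylated RON2 peptide at 25 nM; detection used donor plus acceptor beads, 10 µg/mL apiece, read by AlphaScreen after 30 min at room temperature.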
Active calls of the source: *; i = inactive; ? = inconclusive; nt = not tested or not shown; & = joins results of further samples; [ ] = dose if it differs, or a comment. Unless noted, the call rests on the fitted dose curve; in most records, active means well fitted curve in the direction sought with a large enough effect; inconclusive means small, poorly fitted or top-dose-only effect, or another doubt; inactive means no such curve, though single readings can be large; an effect the other way counts as inactive or inconclusive. Not a hit list, and some 21% of all compounds hit somewhere here.

Screens in order – TbPYK inhibitor, Pf growth 96h, CHX counter, LmPK inhibitor, Pf growth 48h, Shiga inhibitor, AMA1-RON2 inh
O=C(Nc1ccc(N2CCN(C(=O)c3cccs3)CC2)cc1)c1ccco1
→ 1%, ?, 2, -6%, -15%, 31, 17%
Cc1cccc(NC(=O)CN2C(=O)S/C(=C\c3ccc(-c4cccc(C(=O)O)c4C)o3)C2=O)c1
→ -4%, 49%, -1, 0%, 11%, 18, -9%
COc1cccc(C(=O)N2CCN(C(=O)COc3ccc4ccccc4c3)CC2)c1
→ -1%, -5%, 1, -2%, -1%, 14, 8%
Cc1oc(=O)c(NC(=O)c2ccc(Cl)cc2)cc1C(=O)c1ccccc1
→ ?, -2%, 65*, -1%, ?, 132*, -1%
CC(C(O)c1ccccc1)N(C)CCn1cnc2c1c(=O)n(C)c(=O)n2C (centres undefined)
→ -5%, 21%, 4, -3%, -3%, -29, 6%
O=C(O)CN(CC(=O)O)Cc1cc2c(-c3ccccc3C(=O)O)c3cc(CN(CC(=O)O)CC(=O)O)c(=O)cc-3oc2cc1O
→ 3%, ?, nt, nt, -16%, nt, nt
CC(=O)c1ccc(OCC(=O)NCC2(N3CCCCC3)CCCCC2)cc1
→ 3%, ?, -4, 2%, ?, -5, -10%
COc1ccccc1CNS(=O)(=O)c1ccc2c(c1)CC(=O)N2C
→ -12%&3%, -10%, 2, 6%, ?, -3, -3%
CC(=O)Cn1ncc(N2CCOCC2)cc1=O
→ -18%, -2%, 17, 1%, 0%, 20, -8%
CCOc1ccc(S(=O)(=O)Nc2ccc(C(=O)NCCCN3CCOCC3)cc2)cc1
→ 1%, 7%, nt, nt, 29%, nt, 23%
CCCCCCCCn1sccc1=O
→ ?, 15%, nt, nt, 2%, nt, 0%
CCCSC1=N/C(=C/c2ccsc2)C(=O)N1c1ccccc1
→ 3%, 11%, -2, 2%, ?, -4, 10%
Cc1ccc(C2N(c3ccc(Cl)c(Cl)c3)C(=O)C3CCCN32)o1 (centres undefined)
→ -1%, ?, 6, -2%, -3%, 24, 2%
CCCCCCn1c(NCC)nc2c1c(=O)[nH]c(=O)n2C
→ 5%, -1%, -2, 2%, 3%, -14, 4%
COc1ccccc1C(=O)N(CCC1CCCN1C)c1nc2ccccc2s1 (centres undefined)
→ -7%, 14%, 26*, -10%, 145%[activator], 39, 12%
CCCNC(=O)c1ccccc1NC(=O)c1ccc2c(c1)NC(=O)C(C)S2 (centres undefined)
→ -8%, ?, 12, -5%, ?, 15, -3%
COc1cc(/C=C2\SC(=S)N(NC(=O)c3ccc(O)cc3)C2=O)ccc1O
→ -22%, 16%, 7, 0%, 33%[activator], 8, ?
COc1ccccc1NC(=O)C(C)OC(=O)C(C)SCC(=O)Nc1ccc(C)cc1 (centres undefined)
→ -3%, 22%, nt, nt, -1%, nt, -12%
Cc1ccc(NC(=S)N2CCCC2)cc1
→ 2%, -7%, 27*, 3%, 40%[activator], 77*, -12%
O=C(CSc1ncnc2ccccc12)c1ccco1
→ -15%, 5%, 25*, -1%, 97%[activator], 57, 60%[activator]
O=C(c1ccc(C(F)(F)F)n(Cc2ccc(Cl)cc2)c1=O)N1CCOCC1
→ -9%, ?, -8, 8%, ?, -14, -6%
Cc1cccc(CNC(=O)C2CCC(=O)N(C3CCCC3)C2)c1 (centres undefined)
→ 3%, 2%, 2, 0%, -20%, 9, 12%
Cc1cccc(NC(=O)/C=C/c2ccc3c(c2)OCO3)n1
→ -12%, 9.3µM*, 64*, ?, 173%[activator], 70*, -8%
OC[C@@H]1[C@@H](c2ccccc2)C(c2ccc(F)cc2)=NN1c1ccccc1
→ 0%, nt, 3, nt, nt, i, 70%[activator]
CCOC(=O)N1CCN(c2ccc(Cl)c(Cl)c2)CC1
→ -8%, nt, 7, 3%, 6%, 11, 3%
c1ccc(CN2CCOCCOCCOCCOCC2)cc1
→ -5%, -25%, -1, -14%, -3%, 31, 12%
O=C(N/N=C\c1ccncc1)c1ccc(Br)s1
→ -2%, 2%, 13*, 3%, -4%, 8, 0%
C=CCSC1=N/C(=C\C=C\c2ccco2)C(=O)S1
→ -5%, 17%, 8, 10%, 17%, 1, ?
O=C(CCn1cncn1)N1CCCC(N2CCN(c3cccc(C(F)(F)F)c3)CC2)C1 (centres undefined)
→ -4%, ?, -1, -8%, -5%, -2, 8%
COc1cccc(CNc2ccccc2O)c1OCc1ccccc1F
→ -6%, 7%, -3, -5%, -29%, 27, ?
CC(C)CN(C(=O)CN1CCN(c2ccc(O)cc2)CC1)c1c(N)n(CC(C)C)c(=O)[nH]c1=O
→ ?, ?, -2, -9%, 29%, 9, 8%
COc1ccc(NC(=S)N2CCN(C(=O)C3CCCO3)CC2)c(OC)c1 (centres undefined)
→ -7%, -4%, -4, -2%, 17%, 4, -1%
COc1ccccc1NC(=O)COC(=O)c1ccc(N2CCCC2=O)cc1
→ -1%, 11%, nt, nt, 73%[activator], nt, 3%
COc1ccc(OC)c(NC(=O)c2ccc(OCC(=O)N3CCOCC3)c(OC)c2)c1
→ -5%, 2%, nt, nt, 21%, nt, -3%
CC(C)CCNC(=O)c1ccccc1NC(=O)C1=CSCCO1
→ -3%, 1%, -1, -1%, 3%, 27, 7%
CS(=O)(=O)N1CCC(Oc2ccccc2C(=O)N2CCC[C@H]2CO)CC1
→ 0%, -9%, 17*, -3%, 13%, 40, -2%
C=CCNc1cc(C)oc(=O)c1C(=O)CC
→ 4%, 39%, 5, 0%, 23%, 13, 15%
Nc1ccc(C(=O)OCCCc2nc3ccccc3[nH]2)cc1
→ 0%, nt, 10, 1%, -9%, 31, 0%
COc1ccc(C2CC(=O)NC3=C2C(=O)CCC3)cc1Cl (centres undefined)
→ -9%, ?, -7, 0%, 5%, -6, -6%
Cc1ccc(C)c(OCC(=O)NC2CCCCCC2)c1
→ -2%, -6%, 27*, -7%, 3%, 11, -1%

Gathered by group: the entries above with a CF3 group.
Screens in order – TbPYK inhibitor, Pf growth 96h, CHX counter, LmPK inhibitor, Pf growth 48h, Shiga inhibitor, AMA1-RON2 inh
O=C(c1ccc(C(F)(F)F)n(Cc2ccc(Cl)cc2)c1=O)N1CCOCC1
→ -9%, ?, -8, 8%, ?, -14, -6%
O=C(CCn1cncn1)N1CCCC(N2CCN(c3cccc(C(F)(F)F)c3)CC2)C1 (centres undefined)
→ -4%, ?, -1, -8%, -5%, -2, 8%

(further entries)
Screens in order – TbPYK inhibitor, Pf growth 96h, CHX counter, LmPK inhibitor, Pf growth 48h, Shiga inhibitor, AMA1-RON2 inh
COc1ccc(CC(=O)N2CC(C)CC(C)C2)cc1OC (centres undefined)
→ 2%, 26%, -3, 2%, nt, -13, 2%
O=C(NCCc1ccccc1)c1ccc(-c2ccc(F)cc2)o1
→ 3%, 35%[activator], 14, 3%, 9%, 37, -13%
CCn1c(/C=C/c2ccc(F)cc2)nc2ccccc2c1=O
→ 2%, ?, 1, 1%, ?, nt, 7%
Cc1cc(C)cc(N(CC(=O)N2CC=C(c3ccccc3)CC2)S(=O)(=O)c2c(C)noc2C)c1
→ -1%, 6.6µM*, 8, 20%, nt, -8, -5%
COc1ccc2[nH]c3c(N4CCc5ccccc5C4)ncnc3c2c1
→ 2%, ?, 28*, 3%, ?, 13, -25%
CCc1ccc(C(=O)CSc2nc(C)cc(=O)[nH]2)cc1
→ 1%, -20%, 32*, 2%, 7%, 49*, 6%
Cc1c(-c2ccc(O)cc2)nc2nc(-c3ccccc3)c(-c3ccccc3)nn12
→ nt, 2.1µM*, -1, -2%, 0.41µM*, -12, nt
COc1ccc(NC(=O)/C=C/c2ccc(OC(F)F)cc2)cn1
→ 3%, ?, 6, -1%, ?, 20, 1%
Cc1ccc(S(=O)(=O)c2nnn3c2nc(N2CCC(C(N)=O)CC2)c2ccccc23)cc1
→ -3%, -3%, 2, 6%, -8%, -8, -12%
COc1cccc2c1Oc1ncccc1N(C(=O)CCC(=O)NCc1ccccc1Cl)C2
→ 2%&7%, ?, 8, -2%, -11%, -10, 4%
CC(C)Cn1cc(F)c(=O)n(CC(C)C)c1=O
→ -8%, ?, -2, 6%, 6%, 18, 0%
COc1ccc(OCC(=O)Nc2ccc(S(=O)(=O)N3CCCC3)cc2)cc1
→ -1%, 7%, -3, -7%, -28%, -5, -10%
CCC(=O)N/C(=N/c1nc(C)cc(C)n1)Nc1ccccc1
→ 4%, 11%, 5, 0%, 11%, -12, -11%
COCCCNC(=O)c1cc2c(=O)n(C)c3ccccc3c2n1C
→ -5%, 13%, -8, -1%, nt, -14, -1%
COc1ccc(N2CCc3c(C)nc4c(OC)cc(OC)cc4c32)cc1
→ 0%, ?, -1, 0%, ?, 3, -6%
O=C(Nc1ccc2ncccc2c1)c1ccccc1
→ -25%, ?, -1, -4%, 1%, -3, 7%
O=C(COC(=O)Cn1[nH]c(=O)c2ccccc2c1=O)Nc1c(Cl)cccc1C(F)(F)F
→ -7%, 35%[activator], nt, nt, 37%[activator], nt, 11%
CCOc1ccc(CNC(=S)N/N=C/c2cccnc2)cc1
→ 0%, 6%, 2, 0%, -7%, 19, 65%[activator]
O=C(c1nn2c(C(F)(F)F)cc(-c3ccco3)nc2c1Br)N1CCCc2ccccc21
→ 6%, 38%[activator], 1, -2%, ?, -3, -6%
O=C(CN1CCN(CC(=O)Nc2ccc(-c3ccccc3)cc2)CC1)Nc1ccc(F)cc1
→ -4%, 0%, -7, -1%, -15%, -16, -6%
O=C(CNC(=O)c1ccccc1)OCc1nnc(-c2ccccc2)o1
→ 0%, 13%, nt, nt, 9%, nt, 5%
CCCC(=O)Nc1ccc(NC(=O)CCc2ccccc2)cn1
→ ?, nt, -3, 0%, -2%, -22, 0%
C=C1[C@@H]2CC[C@H](C2)C1(C)C
→ -6%, -3%, -1, nt, 1%, 3, nt
NS(=O)(=O)c1ccc(CCNC(=O)C(c2ccccc2)c2ccccc2)cc1
→ -2%, 14%, -1, 5%, 10%, -9, 0%
CC(=O)c1cccc(Nc2nc(-c3sc(C)nc3C)cs2)c1
→ -3%, 362%[activator], 12*, 1%, -20%, 20, 2%
COc1ccc(CCNC(=O)Cn2cccc2C(=O)c2ccccc2)c(OC)c1
→ 0%, 159%[activator], 1, 4%, -3%, -2, -9%
Cc1ccc(C(=O)N2CCN(c3ccccn3)CC2)cc1[N+](=O)[O-]
→ 5%, -12%, -3, -1%, -2%, 66, 4%
CCCNC(=O)N1[C@H]2CC[C@@H]1C(C(=O)OC)=C(c1ccc(OC(F)(F)F)cc1)C2
→ -5%, ?, nt, nt, ?, nt, 4%
Cc1cc(C)n(CC(C)NC(=O)CCc2nnc(CCc3ccccc3)o2)n1 (centres undefined)
→ -8%, ?, 5, 3%, -11%, 3, 14%
Cc1ccc(-n2nc3c(c2NC(=O)c2c(-c4ccccc4Cl)noc2C)CS(=O)(=O)C3)c(C)c1
→ 0%, ?, 2, 0%, ?, -13, 10%
O=C(O)/C=C/c1ccccc1[N+](=O)[O-]
→ 0%, -1%, -1, -2%, ?, -4, -10%

Bioassay records (PubChem)
